Source: PubChem
TRPV1 ag: HTS Assay for Compounds that Act as Agonists of the Vanilloid Receptor 1; activation, % at 8.33 µM; Transient receptor potential cation channel subfamily V member 1 (Homo sapiens), Q8NER1; TRPV1-expressing cells, Fluo-8 calcium influx, agonist mode; actives 0.19% (n = 320,000); AID 540275, 2011; in the data active = activation above about 80%; inconclusive = between about 30% and that limit; also: 0% is about no effect
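TRPV1-expressing cells were cultured overnight at 35.5C and loaded with Fluo-8 calcium dye for 40 to 90 min at room temperature. After a 10 s baseline, compound was added and calcium influx was read kinetically for 3 min (ex 480/em 520 nm).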
MLL CXXC-DNA inh: qHTS Fluorescence Polarization Assay for Inhibitors of MLL CXXC domain - DNA interaction. Histone-lysine N-methyltransferase 2A (Homo sapiens), Q03164. MLL-CXXC / FITC-HOXA9 DNA fluorescence polarization. Potency, µM (series often up to 115 µM), inactives show at the top dose activity change, negative = inhibition, actives largely listed as inhibitors. actives 0.037% (n = 290,000); active = well fitted inhibition curve with a large enough effect in the polarisation, with a control signal flat, not every such curve was filed as active; inconclusive = small, poorly fitted or top-dose-only effect, or effect the other way, or a change in a side signal; inactive = no such curve, though single readings can be large or run the other way; the % refers to the polarisation; also: potency is read from the fitted curve at half-maximal effect
Target sequence (Q03164 whole entry, looked up, the tested form may be a part): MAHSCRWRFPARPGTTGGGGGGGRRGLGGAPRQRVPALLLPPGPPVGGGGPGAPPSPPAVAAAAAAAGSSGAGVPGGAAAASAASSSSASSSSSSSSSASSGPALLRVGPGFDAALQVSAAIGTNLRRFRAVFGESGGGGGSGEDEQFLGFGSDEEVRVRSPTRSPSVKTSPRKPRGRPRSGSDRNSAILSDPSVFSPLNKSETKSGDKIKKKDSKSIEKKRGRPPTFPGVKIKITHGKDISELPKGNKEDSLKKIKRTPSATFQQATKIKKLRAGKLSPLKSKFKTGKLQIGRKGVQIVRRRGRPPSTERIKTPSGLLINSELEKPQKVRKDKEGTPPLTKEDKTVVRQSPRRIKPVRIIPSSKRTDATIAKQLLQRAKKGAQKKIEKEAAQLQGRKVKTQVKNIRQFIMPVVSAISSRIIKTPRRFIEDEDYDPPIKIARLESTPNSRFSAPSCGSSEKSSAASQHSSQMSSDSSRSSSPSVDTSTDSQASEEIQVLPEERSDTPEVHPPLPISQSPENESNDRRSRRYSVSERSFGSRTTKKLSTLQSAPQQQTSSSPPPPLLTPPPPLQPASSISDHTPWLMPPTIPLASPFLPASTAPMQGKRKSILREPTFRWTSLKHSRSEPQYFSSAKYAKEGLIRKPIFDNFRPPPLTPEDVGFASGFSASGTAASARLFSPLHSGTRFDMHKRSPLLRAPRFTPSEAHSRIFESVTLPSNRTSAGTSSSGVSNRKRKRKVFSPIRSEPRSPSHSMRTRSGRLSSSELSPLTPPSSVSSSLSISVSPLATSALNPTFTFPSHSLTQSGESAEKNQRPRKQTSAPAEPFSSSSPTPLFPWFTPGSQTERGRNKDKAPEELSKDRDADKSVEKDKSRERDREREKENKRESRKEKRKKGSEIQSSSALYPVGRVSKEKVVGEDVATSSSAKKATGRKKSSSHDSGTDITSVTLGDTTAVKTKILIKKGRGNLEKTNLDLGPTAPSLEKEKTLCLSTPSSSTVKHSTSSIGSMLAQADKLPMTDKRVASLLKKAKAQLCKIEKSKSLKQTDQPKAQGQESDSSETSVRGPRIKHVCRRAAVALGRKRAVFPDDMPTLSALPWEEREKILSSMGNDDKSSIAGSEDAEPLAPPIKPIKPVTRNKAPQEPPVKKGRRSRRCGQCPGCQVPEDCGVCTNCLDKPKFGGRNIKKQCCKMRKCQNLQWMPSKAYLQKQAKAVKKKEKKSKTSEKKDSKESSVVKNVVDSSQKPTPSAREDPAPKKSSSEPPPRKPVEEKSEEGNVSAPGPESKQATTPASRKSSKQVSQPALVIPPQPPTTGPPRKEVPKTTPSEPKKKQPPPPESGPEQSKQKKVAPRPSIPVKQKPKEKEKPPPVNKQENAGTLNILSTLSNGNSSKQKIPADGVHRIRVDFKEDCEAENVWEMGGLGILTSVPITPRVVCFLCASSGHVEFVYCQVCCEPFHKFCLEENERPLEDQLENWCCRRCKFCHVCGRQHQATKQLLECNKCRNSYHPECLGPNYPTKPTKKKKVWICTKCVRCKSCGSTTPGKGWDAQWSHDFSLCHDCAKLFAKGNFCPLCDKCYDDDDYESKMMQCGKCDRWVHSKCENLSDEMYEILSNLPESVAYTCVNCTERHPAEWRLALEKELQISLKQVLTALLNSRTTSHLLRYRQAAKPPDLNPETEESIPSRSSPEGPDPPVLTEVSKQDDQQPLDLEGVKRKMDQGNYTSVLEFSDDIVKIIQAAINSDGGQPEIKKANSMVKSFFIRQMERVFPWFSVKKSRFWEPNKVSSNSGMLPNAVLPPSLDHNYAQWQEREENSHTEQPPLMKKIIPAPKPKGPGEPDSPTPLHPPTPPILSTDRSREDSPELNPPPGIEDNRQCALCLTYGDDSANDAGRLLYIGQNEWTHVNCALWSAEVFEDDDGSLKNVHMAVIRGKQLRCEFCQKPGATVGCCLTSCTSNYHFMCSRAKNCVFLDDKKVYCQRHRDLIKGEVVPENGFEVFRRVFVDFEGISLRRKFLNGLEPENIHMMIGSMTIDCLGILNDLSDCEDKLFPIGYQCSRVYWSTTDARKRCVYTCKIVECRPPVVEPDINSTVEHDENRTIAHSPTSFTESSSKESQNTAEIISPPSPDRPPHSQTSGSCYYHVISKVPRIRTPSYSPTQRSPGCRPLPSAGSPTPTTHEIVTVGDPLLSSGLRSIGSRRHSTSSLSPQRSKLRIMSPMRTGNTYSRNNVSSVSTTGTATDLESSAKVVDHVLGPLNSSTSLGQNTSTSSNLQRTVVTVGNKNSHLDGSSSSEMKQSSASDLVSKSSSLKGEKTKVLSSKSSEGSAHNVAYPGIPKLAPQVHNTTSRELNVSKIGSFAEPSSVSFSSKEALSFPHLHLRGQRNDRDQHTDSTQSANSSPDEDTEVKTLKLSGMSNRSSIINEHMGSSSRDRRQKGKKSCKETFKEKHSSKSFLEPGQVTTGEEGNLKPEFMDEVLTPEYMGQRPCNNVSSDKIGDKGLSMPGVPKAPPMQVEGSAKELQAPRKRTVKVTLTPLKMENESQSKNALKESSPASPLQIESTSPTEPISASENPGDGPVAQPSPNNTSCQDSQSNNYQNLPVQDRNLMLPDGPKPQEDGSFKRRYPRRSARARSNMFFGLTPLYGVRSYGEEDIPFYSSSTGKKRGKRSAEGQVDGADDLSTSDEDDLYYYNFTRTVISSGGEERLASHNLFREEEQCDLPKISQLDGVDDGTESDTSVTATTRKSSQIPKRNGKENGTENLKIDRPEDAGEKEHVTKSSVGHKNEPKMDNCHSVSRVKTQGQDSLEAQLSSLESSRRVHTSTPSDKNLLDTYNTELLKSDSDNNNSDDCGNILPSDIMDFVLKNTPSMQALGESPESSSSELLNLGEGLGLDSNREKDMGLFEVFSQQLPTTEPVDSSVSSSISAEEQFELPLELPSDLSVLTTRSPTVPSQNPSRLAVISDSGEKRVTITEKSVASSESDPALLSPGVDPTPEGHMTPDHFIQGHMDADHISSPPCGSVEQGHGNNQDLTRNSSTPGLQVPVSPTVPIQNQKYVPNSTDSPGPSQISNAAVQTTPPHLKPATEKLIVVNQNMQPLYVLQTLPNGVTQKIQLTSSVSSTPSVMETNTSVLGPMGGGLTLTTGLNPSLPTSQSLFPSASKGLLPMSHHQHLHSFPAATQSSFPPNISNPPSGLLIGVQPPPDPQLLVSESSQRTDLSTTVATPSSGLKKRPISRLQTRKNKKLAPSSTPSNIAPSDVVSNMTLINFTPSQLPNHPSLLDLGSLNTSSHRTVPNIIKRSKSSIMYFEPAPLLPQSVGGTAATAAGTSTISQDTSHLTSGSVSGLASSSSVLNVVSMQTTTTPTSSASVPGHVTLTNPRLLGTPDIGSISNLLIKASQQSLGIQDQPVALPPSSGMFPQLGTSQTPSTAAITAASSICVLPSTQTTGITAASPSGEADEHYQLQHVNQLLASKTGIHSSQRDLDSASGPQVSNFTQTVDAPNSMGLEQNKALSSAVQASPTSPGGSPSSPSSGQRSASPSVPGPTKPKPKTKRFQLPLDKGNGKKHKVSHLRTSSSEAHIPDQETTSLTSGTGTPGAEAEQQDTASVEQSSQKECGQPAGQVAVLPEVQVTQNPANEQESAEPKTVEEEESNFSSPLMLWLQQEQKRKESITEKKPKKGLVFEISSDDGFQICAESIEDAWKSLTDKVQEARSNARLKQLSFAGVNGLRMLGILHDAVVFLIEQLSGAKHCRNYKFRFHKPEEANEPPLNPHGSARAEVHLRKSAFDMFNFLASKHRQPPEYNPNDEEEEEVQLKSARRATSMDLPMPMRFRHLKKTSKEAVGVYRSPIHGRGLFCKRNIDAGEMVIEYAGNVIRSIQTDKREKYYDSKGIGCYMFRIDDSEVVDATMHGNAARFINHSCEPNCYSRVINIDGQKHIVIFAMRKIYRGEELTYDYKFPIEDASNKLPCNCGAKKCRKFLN
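Steps: dispense CXXC domain solution (7 uM) → pin compounds or unlabeled HOX-A9 DNA control → 5 min ambient → add FLSN-HOX-A9 solution (50 nM) → spin → 30 min ambient → fluorescence polarization. Tris pH 7.5/NaCl/DTT/BSA buffer.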
Giardia kill: Small Molecules that selectively kill Giardia lamblia: qHTS. Giardia lamblia trophozoite viability. activity change, % at 7.66 µM, hits read low. actives 0.15% (n = 340,000); in the data active = activity change below about -80%; inconclusive = between about -30% and that limit;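 also: parasites exposed to compound for two days anaerobically before the ATP read; % is scaled to controls: 0 for no effect and ±100 for the full control effect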
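Trophozoite viability was measured as ATP-dependent luminescence, read 15-30 min after reagent addition. Before that, parasites at 100 cells/well were exposed to compounds for 48 h, anaerobically, at 37 deg C.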
Menin-MLL TR inh: qHTS Assay for Inhibitors Targeting the Menin-MLL Interaction in MLL Related Leukemias: Competition With Texas Red Labeled MLL-derived Mutant Peptide | O00255 | Menin + Texas Red MLL mutant peptide, fluorescence polarization | actives 0.23% (n = 270,000) | Potency, µM (titrated, usually from 61.6 µM), without a hit: top-dose FP activity change, negative = inhibition, usual class: inhibitors | AID 1768, 2009; active = well fitted inhibition curve with a large enough effect in the polarisation, with a control signal flat, not every such curve was filed as active; inconclusive = small, poorly fitted or top-dose-only effect, or effect the other way, or a change in a side signal; inactive = no such curve, though single readings can be large or run the other way; the % refers to the polarisation; also: potency is read from the fitted curve at half-maximal effect; % of control where 0% means no effect; many of its hits are not listed in these tables
USP2a inh: qHTS Assay for Inhibitors of Ubiquitin-specific Protease USP2a Using CHOP2 as the Reporter; AID 463254, 2010; actives 0.01% (n = 330,000); Ubiquitin carboxyl-terminal hydrolase 2 (Homo sapiens), O75604; Potency, µM (highest dose often 38.3 µM), without a hit: top-dose activity change, negative = inhibition, hits mostly inhibitors; USP2 core, Ub-CHOP2 coupled fluorogenic reporter, 485/531;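 also: potency is read from the fitted curve at half-maximal effect; plate controls were DMSO wells for no effect and full inhibition by NEM control for full effect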
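Deubiquitinase activity read as fluorescence (485/531 nm) after Ub-CHOP2 cleavage activates the enterokinase reporter on its substrate; USP2 core 10nM, Ub-CHOP2 and substrate 25nM each, 30min compound preincubation then 60min RT; data normalized to NEM, curves fitted.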
PKM2 activator: qHTS Assay for Activators of Human Muscle isoform 2 Pyruvate Kinase; Pyruvate kinase PKM (Homo sapiens), P14618; purified PKM2, Kinase-Glo ATP luminescence, activation; response scale: 0% is enzyme alone, no compound; Potency, µM (doses to about 57.5 µM), inactives show at the top dose activation, hits mostly activators; actives 0.34% (n = 260,000); AID 1631, 2009; also: potency is read from the fitted curve at half-maximal effect; % is scaled to controls: 0 for no effect and ±100 for the full control effect; nearly all actives have a fitted effect of over 55% in size
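hPK-M2, >95% pure; 0.1 mM ADP / 0.5 mM PEP final; imidazole pH7.2 buffer w/ 7 mM MgCl2, 50 mM KCl; 1 h RT; Kinase-Glo lum. Intermediate enzyme activity for dual inhibitor/activator qHTS.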
KCNH2 3.1 block: qHTS for Inhibitors of KCHN2 3.1: Mutant qHTS; U2OS KCNH2 3.1, thallium flux FluxOr; hits give low values; actives 0.95% (n = 340,000); AID 720553, 2013; activity change, % (tested at about 1.8 µM);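 active = maximum activity change below -70%; inconclusive = maximum activity change from -70% to -50%; inactive = maximum activity change above -50%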;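 also: thallium influx rate constant from kinetic fluorescence after stimulation buffer; % is scaled to controls: 0 for no effect and ±100 for the full control effect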
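U2OS cells transduced with KCNH2 3.1 mutant virus (1.77 x 10^8 /mL, 4 h), plated overnight at 37 C, loaded 45 min with FluxOr dye plus Red40 quencher. Thallium flux rate constant from kinetic reads after stimulation buffer, normalised to controls.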
FBPA coupling cs: qHTS Assay for Inhibitors of Fructose-1,6-bisphosphate Aldolase from Giardia Lamblia: Coupling assay counterscreen; coupling enzyme system counterscreen, AmpLite Red fluorescence; activity change, negative = inhibition, % at 58.2 µM, hits read low; actives 0.67% (n = 290,000); in the data active = activity change below about -30%; also: % is scaled to controls: 0 for no effect and ±100 for the full control effect
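Fluorescence at 525 nm excitation and 598 nm emission measured inhibition of the coupled detection system without aldolase. Compounds (at 57.5 uM final) were preincubated 10 min at room temperature with coupling enzyme reagent before a 20 min substrate/AmpLite Red step.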
GALK inh: qHTS Assay for Inhibitors of Human Galactokinase (GALK); actives 0.007% (n = 270,000); AID 1868, 2009; Potency, µM (top dose mostly 57.5 µM), inactives show at the highest dose activity change, negative = inhibition, usual class: inhibitors; Purified GALK, Kinase-Glo residual ATP luminescence; also: potency is read from the fitted curve at half-maximal effect; % is scaled to controls: 0 for no effect and ±100 for the full control effect
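Galactose (100 uM) and ATP (35 uM) were turned over by 5 nM GALK for 1 h at RT. Kinase-Glo Plus then converted the remaining ATP into a luminescent signal.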
KCNH2 WT inh: qHTS for Inhibitors of KCHN2 3.1: Wildtype qHTS | Voltage-gated inwardly rectifying potassium channel KCNH2 (Homo sapiens), Q12809 | U2OS, BacMam KCNH2, thallium flux FluxOr; hits give low values | activity change, % at 1.84 µM | actives 0.37% (n = 340,000);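 active = maximum activity change below -70%; inconclusive = maximum activity change between -70% and -50%; inactive = maximum activity change above -50%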; also: % is scaled to controls: 0 for no effect and ±100 for the full control effect
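U2OS cells transduced with wild-type KCNH2 virus are loaded with FluxOr dye for 45 min, and thallium flux is measured in kinetic reads before and after stimulation buffer. Rate constants are normalized to DMSO controls.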
B2AR arrestin: qHTS assay of beta-arrestin-biased ligands of beta2-adrenergic receptor; Beta-2 adrenergic receptor (Homo sapiens), P07550; beta-arrestin recruitment to beta2AR, cell-based reporter; Potency, µM (highest dose often 46.1 µM), for inactives: at the highest dose activation, hits mostly activators; actives 0.02% (n = 330,000);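 also: potency is read from the fitted curve at half-maximal effect; 0% = DMSO controls and full agonism = EC100 isoproterenol or metaproterenol; nearly all actives have a fitted effect of over 65% in size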
* marks the source's active call; other numbers are inactive results; [ ] = remark or other dose. Unless noted, calls follow the shape of the dose curve; as a rule, active = well fitted curve in the direction sought with a large enough effect; inconclusive = small, poorly fitted or top-dose-only effect, or another doubt; inactive = no such curve, though single readings can be large; an effect the other way counts as inactive or inconclusive.

What do the screens show for `C=CCNc1nnc(SC2CC(=O)N(c3ccc(OCCC)cc3)C2=O)s1` (stereo not given)?
TRPV1 ag: -1; MLL CXXC-DNA inh: -2%; Giardia kill: 5; Menin-MLL TR inh: 1%; USP2a inh: 3%; PKM2 activator: 7%; KCNH2 3.1 block: 4; FBPA coupling cs: 5; GALK inh: 1%; KCNH2 WT inh: 22; B2AR arrestin: 0.1%

Results for O=C(CCCSc1nc2ccccc2[nH]1)NCc1ccco1 ?
TRPV1 ag: 0; MLL CXXC-DNA inh: 0%; Giardia kill: -1; Menin-MLL TR inh: 0%; USP2a inh: 1%; PKM2 activator: 9%; KCNH2 3.1 block: 12; FBPA coupling cs: 3; GALK inh: 3%; KCNH2 WT inh: 1; B2AR arrestin: -0.3%

How did CSc1ccc(C2C(C#N)=C(N)Oc3c2ccc(=O)c2c(C)oc(C)c32)cc1 (stereo not given) do in these assays?
TRPV1 ag: 2; MLL CXXC-DNA inh: 14%; Giardia kill: 4; Menin-MLL TR inh: inconclusive; USP2a inh: 3%; PKM2 activator: -17%; KCNH2 3.1 block: 19; FBPA coupling cs: -36*; GALK inh: 0%; KCNH2 WT inh: -1; B2AR arrestin: 0.4%

What do the screens show for `Cc1cc(C)cc(NC(=O)C2CCCC2)c1`?
TRPV1 ag: 5; MLL CXXC-DNA inh: -3%; Giardia kill: 34[activator]; Menin-MLL TR inh: 13%; USP2a inh: 0%; PKM2 activator: -5%; KCNH2 3.1 block: -4; FBPA coupling cs: -2; GALK inh: 0%; KCNH2 WT inh: -16; B2AR arrestin: 0.4%

Results for CCOc1ccc(NC(=O)C2CCCN(S(=O)(=O)c3ccc(-n4cnnn4)cc3)C2)cc1 (stereo not given) ?
TRPV1 ag: 2; MLL CXXC-DNA inh: -6%; Giardia kill: 4; USP2a inh: 1%; KCNH2 3.1 block: -36; FBPA coupling cs: 1; GALK inh: 0%; KCNH2 WT inh: 27; B2AR arrestin: 0.1%

What do the screens show for `CCC(=O)Nc1ccc(S(=O)(=O)Nc2c(NC)c3ccccc3oc2=O)cc1`?
TRPV1 ag: -3; MLL CXXC-DNA inh: 16%; Giardia kill: -11; Menin-MLL TR inh: inconclusive; USP2a inh: 4%; KCNH2 3.1 block: -7; FBPA coupling cs: 0; GALK inh: 8%; KCNH2 WT inh: 5; B2AR arrestin: 0.2%

Results for C[C@H]1CN([C@@H](C)CO)C(=O)Cc2cc(NC(=O)CCC(F)(F)F)ccc2O[C@H]1CN(C)CC1CC1 ?
Giardia kill: 10; USP2a inh: 3%; KCNH2 3.1 block: -3; KCNH2 WT inh: 1; B2AR arrestin: -0.4%

How did COc1cccc(C2[C@H](C)C3(CCN2C)OCCO3)c1 (stereo not given in full) do in these assays?
TRPV1 ag: 5; MLL CXXC-DNA inh: 4%; Giardia kill: 38[activator]; Menin-MLL TR inh: 9%; USP2a inh: 2%; PKM2 activator: -7%; KCNH2 3.1 block: -7; FBPA coupling cs: -6; GALK inh: 3%; KCNH2 WT inh: 7; B2AR arrestin: -1.0%

How did O=C(NCc1ccc2c(c1)OCO2)c1cc([N+](=O)[O-])ccc1N1CCCCC1 do in these assays?
TRPV1 ag: 16; MLL CXXC-DNA inh: -14%; Giardia kill: 4; Menin-MLL TR inh: 0%; USP2a inh: -4%; PKM2 activator: 2%; FBPA coupling cs: 5; GALK inh: -2%; KCNH2 WT inh: -10; B2AR arrestin: -0.4%

How did O=C(COC(=O)c1cccc(OC(F)F)c1)NC(=O)NC1CCCCC1 do in these assays?
TRPV1 ag: -4; Giardia kill: -9; USP2a inh: -1%; KCNH2 3.1 block: 12; KCNH2 WT inh: -1; B2AR arrestin: -0.2%

Results for Cc1ccc2c(c1)-c1c(cnn1CC(=O)N(Cc1ccco1)C1CCCCC1)CO2 ?
TRPV1 ag: 24; MLL CXXC-DNA inh: 4%; Giardia kill: -30; Menin-MLL TR inh: -16%; USP2a inh: -8%; PKM2 activator: 1%; KCNH2 3.1 block: 0; FBPA coupling cs: 0; GALK inh: -3%; KCNH2 WT inh: -12; B2AR arrestin: -0.2%

What do the screens show for `CC(C)(C)c1cc(N/C=C\c2nnnn2-c2ccc(Br)cc2)no1`?
TRPV1 ag: -1; MLL CXXC-DNA inh: 0%; Giardia kill: 5; Menin-MLL TR inh: -12%; USP2a inh: -1%; PKM2 activator: -6%; KCNH2 3.1 block: 6; FBPA coupling cs: 2; GALK inh: 1%; KCNH2 WT inh: 2; B2AR arrestin: -1.4%

Results for O=C(COc1ccc(F)cc1)Nc1ccc(-n2cnnn2)cc1 ?
TRPV1 ag: 13; MLL CXXC-DNA inh: 2%; Giardia kill: -5; Menin-MLL TR inh: 6%; USP2a inh: 0%; PKM2 activator: 3%; KCNH2 3.1 block: -18; FBPA coupling cs: 2; GALK inh: 0%; KCNH2 WT inh: 0; B2AR arrestin: 0.1%

How did Cc1ccc(Cl)c(OCC(=O)Nc2cc(S(=O)(=O)N3CCOCC3)ccc2N2CCCC2)c1 do in these assays?
TRPV1 ag: 6; MLL CXXC-DNA inh: inconclusive; Giardia kill: 1; Menin-MLL TR inh: -10%; USP2a inh: 0%; PKM2 activator: -1%; KCNH2 3.1 block: -8; FBPA coupling cs: 0; GALK inh: 4%; KCNH2 WT inh: 0; B2AR arrestin: -0.8%

What do the screens show for `COC(=O)c1ccc(Cn2nnc3c(=O)[nH]c(C4CCN(S(=O)(=O)c5ccc(F)cc5)CC4)nc32)cc1`?
TRPV1 ag: -1; MLL CXXC-DNA inh: 9%; Giardia kill: 30; USP2a inh: 1%; KCNH2 3.1 block: inconclusive; GALK inh: 2%; KCNH2 WT inh: -46; B2AR arrestin: 0.2%

What do the screens show for `c1ccc2c(c1)SCc1nnc(-c3ccncc3)n1-2`?
TRPV1 ag: 4; MLL CXXC-DNA inh: -5%; Giardia kill: -9; USP2a inh: 0%; PKM2 activator: -8%; KCNH2 3.1 block: -6; FBPA coupling cs: 0; GALK inh: -2%; KCNH2 WT inh: 0; B2AR arrestin: -0.6%

How did COCCN(C(=O)CSc1nnc(-c2ccc(C(C)(C)C)cc2)n1N)c1c(N)n(CC(C)C)c(=O)[nH]c1=O do in these assays?
TRPV1 ag: 2; Giardia kill: 7; USP2a inh: 0%; KCNH2 3.1 block: 3; KCNH2 WT inh: 6; B2AR arrestin: -1.3%

What do the screens show for `Nc1cccc(C(=O)Nc2ccccc2Cl)c1`?
TRPV1 ag: 1; MLL CXXC-DNA inh: 2%; Giardia kill: -1; Menin-MLL TR inh: 6%; USP2a inh: 2%; PKM2 activator: -2%; KCNH2 3.1 block: 5; FBPA coupling cs: 3; GALK inh: 4%; KCNH2 WT inh: -9; B2AR arrestin: -0.7%

What do the screens show for `Cc1ccc(S(=O)(=O)CCC(=O)Nc2nnc(-c3ccccc3S(C)(=O)=O)o2)cc1`?
TRPV1 ag: 1; Giardia kill: 14; USP2a inh: 0%; KCNH2 3.1 block: -2; KCNH2 WT inh: 1; B2AR arrestin: -0.2%

What do the screens show for `Cc1nc2sc(C(c3cccc(F)c3)N3CCC(C)CC3)c(O)n2n1` (stereo not given)?
TRPV1 ag: 13; MLL CXXC-DNA inh: -5%; Giardia kill: 2; Menin-MLL TR inh: -25%; USP2a inh: 0%; PKM2 activator: -10%; KCNH2 3.1 block: -31; FBPA coupling cs: 2; GALK inh: -2%; KCNH2 WT inh: -23; B2AR arrestin: 0.1%

Not all compounds are listed. The share of hits here may be higher or lower than overall.
